FBPA Giardia inh: qHTS Assay for Inhibitors of Fructose-1,6-bisphosphate Aldolase from Giardia Lamblia. A8B2U2. purified Giardia FBPA. Potency, µM (titrated, usually from 59.6 µM), without a hit: top-dose activity, negative = inhibition, most hits filed as inhibitors. 0.71% of 290,000 active. AID 2451, 2010; active = well fitted inhibition curve with a large enough effect; inconclusive = small, poorly fitted or top-dose-only effect, or effect the other way; note: nearly all actives have a fitted effect of over 55% in size
Target sequence (A8B2U2 whole entry, looked up): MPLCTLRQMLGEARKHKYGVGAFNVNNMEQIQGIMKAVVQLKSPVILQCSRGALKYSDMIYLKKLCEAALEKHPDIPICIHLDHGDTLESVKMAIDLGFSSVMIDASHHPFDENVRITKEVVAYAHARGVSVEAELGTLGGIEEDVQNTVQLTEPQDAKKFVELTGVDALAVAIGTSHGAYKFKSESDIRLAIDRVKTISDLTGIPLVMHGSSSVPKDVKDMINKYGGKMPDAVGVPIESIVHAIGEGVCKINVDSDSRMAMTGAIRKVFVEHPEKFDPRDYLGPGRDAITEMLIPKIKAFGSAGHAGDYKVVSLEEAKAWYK
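40 nM FBPA preincubated 10 min at RT with compound (up to 57.5 uM final), then substrate plus GAPDH/TPI/NAD/arsenate coupling and diaphorase/resazurin added. Fluorescence read after 20 min at RT, 525/598 nm.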
* = called active by the depositor; ? = inconclusive; & = joins results of further samples; [ ] = remark or other dose. % is set by controls: 0 for no effect and ±100 for the full control effect; potency is the fitted concentration of half-maximal effect. Only part of the results is shown; count on the stated rates, not on these rows.

C=CCC(C)(O)C(=O)OCC (stereo unspecified)
  FBPA Giardia inh: 4.9%
O=C(c1csnn1)N1CCC[C@@]2(CCN(Cc3ccccc3)C2)C1
  FBPA Giardia inh: -5.7%
COC(=O)[C@@]1(C)C=C[C@@H](Cc2ccccc2)N1C(=O)c1ccccc1
  FBPA Giardia inh: -11.1%
COC(=O)NC(/C(C(=O)OC)=C(\C)NCc1ccccc1)c1ccc2ccccc2c1 (stereo unspecified)
  FBPA Giardia inh: ?
CO[C@H]1COC(=O)[C@@H](Cc2ccccc2)NC(=O)[C@@H](C)COC(=O)CCC[C@@H]1C
  FBPA Giardia inh: 0.6%[12.9 µM]
CCCCCCCCCCCCC/C=C/C(O)C(COP(=O)(O)OCCN)NC(=O)CCCCCCCCCCCCCCCCC (stereo unspecified)
  FBPA Giardia inh: 4.2%
COC(=O)[C@@]1(Cc2ccccc2)[C@H]2c3cc(C(=O)N4CCCC4)[nH]c3C[C@H]2CN1C(=O)c1ccccc1
  FBPA Giardia inh: -2.5%
C[C@@H]1/C=C\CC(=O)OC[C@H](C)C(=O)N[C@@H](C)C(=O)OC1
  FBPA Giardia inh: 0.8%[12.9 µM]
CO[C@@H]1COC(=O)C/C=C\[C@@H](C)COC(=O)[C@H](Cc2ccccc2)NC(=O)C/C=C\[C@H]1C
  FBPA Giardia inh: -0.1%[12.9 µM]
COc1ccccc1CN1CC[C@@]2(CCCN(S(C)(=O)=O)C2)C1
  FBPA Giardia inh: -5.9%

CCCCC1=CC2=CC(=O)C(C)(OC(=O)CC)C(=O)C2=CN1CCCN(CC)CC (stereo unspecified)
  FBPA Giardia inh: -18.3%[12.9 µM]
COC(=O)C/C=C\[C@@H](C)[C@@H](/C=N\O[C@@H](C)c1cn([C@H]2COC[C@H]2O)nn1)OC
  FBPA Giardia inh: -0.3%[12.9 µM]
O=c1oc2ccccc2c(O)c1Cc1c(O)c2ccccc2oc1=O
  FBPA Giardia inh: -0.2%
CCNc1ncc2nc(-c3ccccc3)c(=O)n(Cc3cccc(OC)c3)c2n1
  FBPA Giardia inh: 1.6%
CCOC(=O)[C@H](Cc1ccc(O)cc1)NC(=O)c1ccccc1
  FBPA Giardia inh: -0.8%
COC(=O)[C@H]1O[C@@H](c2cc(OC)c(C)c(OC)c2OCc2ccccc2)[C@H](C)[C@H]2O[C@@]12C
  FBPA Giardia inh: -2.3%&-0.3%
Oc1ccc2c3c1O[C@H]1c4[nH]c5ccccc5c4C[C@@]4(O)C(C2)N(CC2CC2)CCC314 (stereo partly specified)
  FBPA Giardia inh: 2.7%
C[C@H]1/C=C\CC(=O)OC[C@H](C)C(=O)N2CCC[C@@H]2C(=O)OC1
  FBPA Giardia inh: 0.7%[12.9 µM]
CC(N)=NCCCC(N)C(=O)O (stereo unspecified)
  FBPA Giardia inh: 1.6%
COC(=O)N1C(c2ccccc2)=Cc2ccccc2C1CC(C)=O (stereo unspecified)
  FBPA Giardia inh: 3.2%[12.9 µM]

COc1ccc2[nH]cc(CCNc3ccnc(-c4ccoc4)n3)c2c1
  FBPA Giardia inh: 3.4%
CS(=O)(=O)Nc1cccc(-c2ccc3ncnc(NC4CC4)c3c2)c1
  FBPA Giardia inh: -0.7%
Nc1nc2c(nc(Br)n2C2OC(CO)C(O)C2O)c(=O)[nH]1 (stereo unspecified)
  FBPA Giardia inh: 0.8%
CCOC(=O)N/N=C1/C[C@@H](O)[C@@H](O)[C@@H]2[C@@H]3C(=O)N(CC)C(=O)[C@H]3CC[C@H]12
  FBPA Giardia inh: -1.5%[12.9 µM]
COc1ccc(-c2coc3cc(O)ccc3c2=O)c(OC)c1
  FBPA Giardia inh: -1.4%
COc1ccc(-c2nc3cnc(N4CCN(C)CC4)nc3n(C)c2=O)cc1
  FBPA Giardia inh: -4.7%
COc1cccc(-c2nnc3n2N=C(c2ccccc2OC)CS3)c1
  FBPA Giardia inh: -15.1%
CC(C)[C@@H](CC(=O)N[C@@H]1CCNC[C@H]1C(=O)N[C@H](CC(=O)N[C@@H](CCC(=O)O)CC(=O)O)Cc1ccccc1)NC(=O)C[C@H](Cc1ccccc1)NC(=O)[C@@H]1CNCC[C@H]1N
  FBPA Giardia inh: 3.0%
COC(=O)N1CC=CC1(C)C(=O)NCC1CC1 (stereo unspecified)
  FBPA Giardia inh: 4.2%
CCCC[C@@H](C=O)NC(=O)[C@H](CC(C)C)NC(=O)[C@H](CC(C)C)NC(C)=O
  FBPA Giardia inh: 5.6%

CC(=O)Oc1ccc(/C=C/C(=O)CC2OC(Oc3cc(OC(C)=O)c4c(c3)O[C@@H](c3ccc(OC(C)=O)cc3)CC4=O)C(OC(C)=O)C(OC(C)=O)C2OC(C)=O)cc1 (stereo partly specified)
  FBPA Giardia inh: 5.7%
CC1CCN(CCCC(=O)c2ccc(F)cc2)CC1
  FBPA Giardia inh: -1.4%
NCC(O)(CS(=O)(=O)O)c1ccc(Cl)cc1 (stereo unspecified)
  FBPA Giardia inh: 1.4%
O=C(c1ccncc1)N1CCC2(CCCN(c3ccccn3)C2)CC1
  FBPA Giardia inh: -4.5%
CC(C)=NO[C@@H](C)CN1CCCc2nc(C)c(C)cc21
  FBPA Giardia inh: -5.5%[12.9 µM]
COc1ccc(/C=C/NC(=O)c2ccc(OC)cc2)cc1
  FBPA Giardia inh: ?
COc1ccc(-c2nc3cnc(N(C)C)nc3n(CCc3ccccc3)c2=O)cc1
  FBPA Giardia inh: 1.2%
Oc1cccc(O)c1
  FBPA Giardia inh: 8.5%
COc1ccc(NC(=O)N2CCCC3(CCN(C(C)=O)CC3)C2)cc1
  FBPA Giardia inh: -0.2%
COCCn1cnc2c1-c1ccc(OC)c(c1)OC/C=C\COc1cccc-2c1
  FBPA Giardia inh: -6.8%

New compounds follow:
Structure,FBPA Giardia inh
Cc1ccc(CNC(=O)[C@]2(C(F)(F)F)C[C@H](CCc3ccccc3)CCCO2)o1,-0.5%
Cc1cc2oc(=O)cc(-c3ccccc3)c2c(C)c1-c1cccc(N)c1,7.8%[89.2 µM]
CC(O)c1cccc2cc(C(O)CNC(C)(C)C)oc12 (stereo unspecified),-1.9%
COC(=O)C1=C(C(=O)OC)[C@@H]2N(Cc3ccccc3)c3ccccc3[C@@]23C[C@@H](C(=O)OC)N(S(=O)(=O)c2cccs2)C3=N1,-0.4%[12.9 µM]
CCCn1c(C)nc2c(NCC(C)(C)CN(C)C)nc(C)nc21,1.7%
COCCn1c(=O)c(-c2ccccc2)nc2cnc(OC)nc21,1.3%
C[C@@](N)(C(=O)O)c1cccc(CC(=O)O)c1,1.2%
CC(=O)OCON[N+]([O-])=NC1CCCCC1,2.4%
O=C(CCCC[C@@H]1SC[C@H]2NC(=O)N[C@H]12)Nc1ccc(C(=O)O)cc1,11.0%
COc1cccc(-c2nc(NCc3ccc(OC)cc3OC)c3ccccc3n2)c1,-26.0%
CCCCCc1cc(=O)oc2c(C(CCN3CCCC3)c3ccc4c(c3)OCO4)c(OC)cc(OC)c12 (stereo unspecified),-7.6%
C[C@H](NC(=O)[C@@H]1C[C@H]1[C@@H](NC(=O)OCc1ccccc1)c1ccccc1)c1ccccc1,8.9%
COC(=O)C1=C[C@@H](C(=O)OC)C2C3=C(C(=O)[C@]2(CC(C)C)NC(=O)c2ccccc2)[C@H](C)n2c(=O)n(-c4ccccc4)c(=O)n2[C@@H]3C1 (stereo partly specified),-2.4%
O=C(c1csnn1)N1CCC2(CC1)CN(c1ncccn1)C2,0.4%
Cc1noc(C)c1C(=O)N1CCC2(CCN(C(=O)Nc3ccccc3)CC2)CC1,5.6%
O=C(O)CCC[C@H](O)\C=C/C=C/C=C/[C@H](O)C/C=C\CCCCCO,7.9%
COc1ccc(Oc2ncc3nc(-c4cn(C)c5ccccc45)c(=O)n(C)c3n2)cc1,0.3%
N#CCCn1c(=O)c(CCc2ccccc2)nc2cnc(OCc3ccccc3)nc21,-4.8%
COc1ccc(-n2c(=O)c(-c3cn(C)c4ccccc34)nc3cnc(OC)nc32)cc1,5.1%
O=C(Nc1ccccc1)N1CC[C@@]2(CCCN(C(=O)c3cc(C(F)(F)F)cc(C(F)(F)F)c3)C2)C1,-1.3%
Nc1c([N+](=O)[O-])ccc(Oc2ccccc2)c1Cl,-20.3%
CC[C@H](C)[C@H](NC(=O)CNC(=O)[C@H](CC(C)C)NC(=O)[C@H](CC(C)C)NC(=O)[C@H](CCC(N)=O)NC(=O)[C@H](CCC(N)=O)NC(=O)[C@H](CC(=O)O)NC(=O)[C@H](CCCCN)NC(=O)[C@H](CC(C)C)NC(=O)[C@H](Cc1ccc(O)cc1)NC(=O)[C@H](CCCNC(=N)N)NC(=O)[C@H](CCC(=O)O)NC(=O)[C@@H](NC(=O)[C@H](C)NC(=O)[C@H](CC(C)C)NC(=O)[C@@H](NC(=O)[C@@H](N)CCCNC(=N)N)[C@@H](C)CC)C(C)C)C(=O)N[C@@H](Cc1c[nH]c2ccccc12)C(=O)NCC(=O)N[C@@H](CS)C(=O)N[C@@H](CO)C(=O)O,0.0%
CCC/C=C(\CCC)C(NC(=O)C(C)(C)C)c1ccc(C(=O)OC)cc1 (stereo unspecified),-3.4%
CC(C)CN1CC[C@@]2(CCCN(C(=O)c3csnn3)C2)C1,?
CC(C)(O)CCC(O)[C@@](C)(O)C1CC[C@]2(O)C3=CC(=O)C4CC(O)C(O)C[C@]4(C)C3CC[C@]12C (stereo partly specified),-1.7%
C[C@@]12CCc3occc3[C@H]1CC[C@]13CC(=O)[C@@H](CC[C@H]12)C3,3.0%
COC(=O)[C@@H]1CC[C@H](C)[C@@H](c2ccc(C)cc2)N1C(=O)c1ccc(/C=N\OC[C@@H](O)COCc2ccco2)cc1,0.7%[12.9 µM]
CCCCC/C=C\C/C=C\CCCCCCCCCC(=O)NCCc1ccc(O)c(O)c1,1.2%
COC(=O)[C@H](COC(C)(C)C)NC(=O)O[C@@H]1C(=O)c2cc(Br)ccc2O[C@H]1c1cccc(OC)c1,0.5%
Cc1cnc(CNc2ncnc3ccc(-c4ccccc4Cl)cc23)cn1,0.5%
CCCCCCCCCCN1CCOCCOCCN(CCCCCCCCCC)CCOCCOCC1,2.1%
NC(=O)c1cc[n+](CC2=C(C(=O)O)N3C(=O)[C@@H](NC(=O)[C@H](c4ccccc4)S(=O)(=O)[O-])[C@@H]3SC2)cc1,-26.4%[21.7 µM]
COc1ccc(C(=O)N2CCC[C@@]3(CCN(Cc4cc(C(F)(F)F)cc(C(F)(F)F)c4)C3)C2)cc1,3.2%
CC1(C)[C@@H]2CC[C@@]1(C)C(=O)C2,7.1%&6.9%
CCCCC1(C2CCCC2)Cc2cc(OCCCC(=O)O)c(Cl)c(Cl)c2C1=O (stereo unspecified),23.7%&4.4%
COc1ccc(-n2c(=O)cnc3cnc(Oc4cccc(Cl)c4)nc32)cc1,-4.4%

Next section; it opens with the two that closed the last part.
Structure,FBPA Giardia inh
CCCCC1(C2CCCC2)Cc2cc(OCCCC(=O)O)c(Cl)c(Cl)c2C1=O (stereo unspecified),23.7%&4.4%
COc1ccc(-n2c(=O)cnc3cnc(Oc4cccc(Cl)c4)nc32)cc1,-4.4%
O=S(=O)(c1ccccc1)N1CCC[C@@]2(CCN(Cc3ccccc3)C2)C1,4.7%
CS(=O)(=O)N1CCC2(CCCN(Cc3cc(C(F)(F)F)cc(C(F)(F)F)c3)C2)CC1,-4.1%
COC(=O)c1ccc(C(NC(=O)OCc2ccccc2)/C(=C/[C@@H](C)C(=O)NCc2ccc(C)o2)c2cccnc2)cc1 (stereo partly specified),7.1%
COC(=O)C[C@H]1c2ccccc2[C@H]2C(=C[C@@H](C)[C@H]3C(=O)N(O)C(=O)[C@H]32)N1C(=O)OC,3.9%[12.9 µM]
CN(C)c1ccc(-c2nccc(NCc3ccccc3)n2)cc1,-21.4%
O=C(Nc1cccc(F)c1)N1CCC2(CC1)CCN(C(=O)c1cccc(F)c1)CC2,0.4%
COc1c(-c2coc3cc4c(cc3c2=O)CC(O)C(C)(C)O4)ccc2c1C=CC(C)(C)O2 (stereo unspecified),-13.6%

Entries listed so far that contain a halogen, in the order listed:
Structure,FBPA Giardia inh
Nc1nc2c(nc(Br)n2C2OC(CO)C(O)C2O)c(=O)[nH]1 (stereo unspecified),0.8%
CC1CCN(CCCC(=O)c2ccc(F)cc2)CC1,-1.4%
NCC(O)(CS(=O)(=O)O)c1ccc(Cl)cc1 (stereo unspecified),1.4%
Cc1ccc(CNC(=O)[C@]2(C(F)(F)F)C[C@H](CCc3ccccc3)CCCO2)o1,-0.5%
O=C(Nc1ccccc1)N1CC[C@@]2(CCCN(C(=O)c3cc(C(F)(F)F)cc(C(F)(F)F)c3)C2)C1,-1.3%
Nc1c([N+](=O)[O-])ccc(Oc2ccccc2)c1Cl,-20.3%
COC(=O)[C@H](COC(C)(C)C)NC(=O)O[C@@H]1C(=O)c2cc(Br)ccc2O[C@H]1c1cccc(OC)c1,0.5%
Cc1cnc(CNc2ncnc3ccc(-c4ccccc4Cl)cc23)cn1,0.5%
COc1ccc(C(=O)N2CCC[C@@]3(CCN(Cc4cc(C(F)(F)F)cc(C(F)(F)F)c4)C3)C2)cc1,3.2%
CCCCC1(C2CCCC2)Cc2cc(OCCCC(=O)O)c(Cl)c(Cl)c2C1=O (stereo unspecified),23.7%&4.4%
COc1ccc(-n2c(=O)cnc3cnc(Oc4cccc(Cl)c4)nc32)cc1,-4.4%
CS(=O)(=O)N1CCC2(CCCN(Cc3cc(C(F)(F)F)cc(C(F)(F)F)c3)C2)CC1,-4.1%
O=C(Nc1cccc(F)c1)N1CCC2(CC1)CCN(C(=O)c1cccc(F)c1)CC2,0.4%

Compound activity (PubChem)
